GAA glycogen mod – inhibitors or activators of human alpha-glucosidase glycogen cleavage; P10253; recombinant GAA, glycogen substrate, Amplex Red glucose oxidase fluorescence; Potency, µM (titrated, usually from 76.4 µM), without a hit: at the top dose activity change, negative = inhibition, actives largely listed as inhibitors; 300,000 compounds, 0.38% hits; AID 2100; active = well fitted inhibition curve with a large enough effect;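 note: 0% = full enzyme reaction and -100% = no-enzyme basal signal; the screen sought inhibitors and activators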
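Recombinant human enzyme (4 nM); glycogen substrate; 37 C, 40 min, pH 5.0. Readout: coupled glucose oxidase/Amplex Red fluorescence.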
Numbers without * were called inactive; & = joins results of further samples; [ ] = dose if it differs, or a comment. Potency is the fitted concentration of half-maximal effect.

compound | GAA glycogen mod
CCCOc1ccc(/C=C2/C(=O)ON=C2C)cc1Cl | 5.6%
COc1ccc(-c2cc(-c3ccc(Cl)cc3)n[nH]2)c(O)c1 | -1.7%
Cc1ccc(-c2c(C(=O)O)c3ccccc3[nH]c2=O)cc1 | 3.0%
COc1cccc(CN2CC(C(=O)NCCOc3ccccc3)CCC2=O)c1 (stereo not given) | -12.2%[76.3 µM]
CCCCCOc1ccc(C2c3c(oc4ccccc4c3=O)C(=O)N2c2nc(C)c(C)s2)cc1OCC (stereo not given) | 9.3%[76.3 µM]
COCCNC(=O)c1c[nH]c2ccc(S(=O)(=O)Nc3ccc(F)cc3F)cc2c1=O | 2.2%
COc1ccccc1NC(=O)Cc1nnc(SCC(=O)Nc2nccs2)n1C | -9.6%
CCOCCCn1c(=N)c(C(=O)NC(C)c2ccccc2)cc2c(=O)n3cc(C)ccc3nc21 (stereo not given) | 16.1%[76.3 µM]
O=C1CC(c2nc3ccccc3n2Cc2c(F)cccc2Cl)CN1c1cccc(C(F)(F)F)c1 (stereo not given) | 2.8%[76.3 µM]
Cc1c(C(=O)Nc2ccc3c(c2)OCO3)oc2ccccc12 | 0.9%
CCc1cccc(NC(=O)Cn2c(=O)n(CCc3ccc(OC)c(OC)c3)c(=O)c3ccccc32)c1 | -1.1%[76.3 µM]
Cc1ccc(C)c(Nc2cc(C(=O)NC3CCCC3)c3ccccc3n2)c1 | -6.5%[76.3 µM]
O=C(Nc1ccc(NC(=O)c2ccco2)nc1)c1cccc(F)c1 | -2.9%
O=C(Nc1cccc(NC(=O)c2ccc([N+](=O)[O-])o2)c1)c1ccco1 | -0.4%[76.3 µM]
Cn1nnnc1NCc1ccccc1F | 14.5%[76.3 µM]
CC(=O)N1c2ccc(S(=O)(=O)N3CCC(C(=O)NC4CCC(C)CC4)CC3)cc2CC1C (stereo not given) | -2.2%[76.3 µM]
COc1cc(/C=C2\C(=N)N3N=C(C)SC3=NC2=O)cc(Cl)c1OCCOc1ccc(NC(C)=O)cc1 | -7.7%
CCN1C(=O)[C@H]2[C@@H](c3ccc(Cl)cc3)N3C(=O)CN(CCOC)C(=O)[C@@]3(Cc3ccccc3)[C@H]2C1=O | 4.1%[76.3 µM]
CCOc1ccc(NS(=O)(=O)c2ccc3[nH]cc(C(=O)N4CCCC4)c(=O)c3c2)cc1 | -20.1%[76.3 µM]
COc1ccc(N2CCN(C(=O)c3cn(C)c4ccc(S(=O)(=O)N5CCOCC5)cc4c3=O)CC2)cc1 | -5.5%&6.6%[76.3 µM]
COc1cc(NC(=O)c2onc(C)c2Cl)cc(OC)c1OC | -3.4%
CN(C)N=Nc1ccc(-c2cn(Cc3ccccc3)cn2)cc1 | 16.1%[76.3 µM]
O=C(Cn1c(=O)n(Cc2ccco2)c(=O)c2ccccc21)Nc1ccc(Cl)cc1Cl | 10.6%[76.3 µM]
O=C(N/N=C\C=C\c1ccc([N+](=O)[O-])o1)c1cccs1 | 6.0%
CCOC(=O)C1CCCN(S(=O)(=O)c2cc(Br)cc3c2N(C(C)=O)CC3)C1 (stereo not given) | -16.5%
COc1ccccc1CNC(=O)CCn1c(=O)c2ccccc2n(CC(=O)Nc2ccc(C)cc2Cl)c1=O | 8.7%[76.3 µM]
CC(=O)Nc1ccc(NC(=O)COc2cc(C)cc3oc(=O)cc(C)c23)cc1 | 0.5%[76.3 µM]
CC(CN1CCCCC1)OC(=O)c1ccccc1F (stereo not given) | 1.0%[76.3 µM]
COc1ccccc1CCC(=O)N(C)CC(=O)Nc1ccc(F)cc1 | -0.6%[76.3 µM]
COc1ccc(NC(=O)CN2CCN(C(=O)C3CCCO3)CC2)c(OC)c1 (stereo not given) | 0.4%[76.3 µM]
CCOCCCNC(=O)C1CCCN(S(=O)(=O)c2ccc(-n3cnnn3)cc2)C1 (stereo not given) | -5.1%
CC(C)OC(=O)C1Cc2ccccc2CN1S(=O)(=O)c1cccs1 (stereo not given) | 0.2%
Cc1cccc(NC(=O)CSc2nc(-c3cccc(C)c3)nc3c2Cc2c(CO)cnc(C)c2O3)c1 | -0.9%[76.3 µM]
CC1CCCN(CCCNS(=O)(=O)c2ccc3c(c2)CCN3C(=O)C2CC2)C1 (stereo not given) | -1.1%[76.3 µM]
CCOc1ccc(N(CC(=O)Nc2ccccc2Cl)S(C)(=O)=O)cc1 | -8.6%[76.3 µM]
COc1cccc(-c2csc(NC(=O)Nc3ccccc3)n2)c1 | 1.1%
O=C(O)COc1ccc(/C=N/NC(=O)C(O)(c2ccccc2)c2ccccc2)cc1 | -1.8%
CCOc1ccc(N2C(=O)CC(C(C)c3ccccc3)C2=O)cc1 (stereo not given) | -1.1%[76.3 µM]
CCC(=O)N1CCc2cc(S(=O)(=O)NC(CC(C)C)C(=O)NCCc3cccc(C)c3)ccc21 (stereo not given) | -7.4%[76.3 µM]
CCOC(=O)CN1CCC(c2cc(-c3ccc(Cl)cc3)n[nH]2)CC1 | 5.8%
COc1ccc(-c2nc3c(c(SCC(=O)Nc4cccc(O)c4)n2)Cc2c(CO)cnc(C)c2O3)cc1 | -3.2%&-12.2%[76.3 µM]
CCn1c(=O)c2sccc2n(Cc2ccc(C)cc2)c1=O | 3.6%[76.3 µM]
COc1ccccc1/C=C(/NC(=O)c1ccccc1)C(=O)NCCCn1ccnc1 | -1.0%[76.3 µM]
CCc1ccc2oc(-c3ccc(C)c(NC(=O)c4cc([N+](=O)[O-])ccc4N4CCOCC4)c3)nc2c1 | 1.4%[76.3 µM]
CCOC(=O)C1=C(COC(=O)CNC(=O)c2ccc(C)cc2)NC(=O)NC1C (stereo not given) | -9.0%[76.3 µM]
CCOc1ccc2oc(=O)cc(CN3CCN(c4ccc(Cl)cc4)CC3)c2c1 | -8.8%[76.3 µM]
O=C(Nc1ccc(OCc2ccccc2)cc1)Nc1cccnc1 | 2.6%
O=S(=O)(Nc1cccnc1)c1ccc(F)cc1 | -10.3%[76.3 µM]
CCSc1nnc2c(n1)OC(c1ccc(C)cc1)N(C(C)=O)c1ccccc1-2 (stereo not given) | 8.8%[76.3 µM]
CC(C)c1ccc(NC(=O)C2CC3CCC2C3)cc1 (stereo not given) | -10.4%[76.3 µM]

The list goes on.
compound | GAA glycogen mod
Cc1ccc(NC(=O)Nc2c(C)n(C)n(-c3ccccc3)c2=O)c(Cl)c1 | 12.8%[76.3 µM]
N#Cc1c(F)cccc1N1CCN(Cc2ccc3c(c2)OCO3)CC1 | -20.2%
Cc1sc2ncn(CC(=O)NCCN(C)C)c(=O)c2c1S(=O)(=O)N1CCC(C)CC1 | -20.4%
Cc1ccc(CNC(=O)CN(c2ccc(C(C)C)cc2)S(=O)(=O)c2c(C)n[nH]c2C)cc1 | 8.6%[76.3 µM]
Cc1ccc(F)cc1NC(=O)CSc1nc(-c2cccs2)cc(C(F)(F)F)n1 | -9.0%[76.3 µM]
Cc1nnc(NC(=O)CCS(=O)(=O)c2ccccc2)s1 | 5.2%
CC(C(=O)NC1CCCC1)N(C(=O)Cn1nnc(-c2ccc(F)cc2)n1)c1ccccc1F (stereo not given) | 2.1%
CCOc1ccc(NC(=O)Nc2cc(C(=O)O)ccc2N2CC3CC(C2)c2cccc(=O)n2C3)cc1 (stereo not given) | 6.6%[76.3 µM]
O=C(NCc1ccc(/C=N\NC(=O)C(=O)Nc2ccccc2Br)o1)C(=O)Nc1ccccc1 | 0.3%[76.3 µM]
COc1cc(/C=N/N2CCN(Cc3ccc(C)cc3)CC2)cc(OC)c1O | -14.3%[76.3 µM]

An excerpt of these results, with each value named.
> Cc1sc2ncn(CC(=O)NCCN(C)C)c(=O)c2c1S(=O)(=O)N1CCC(C)CC1
  GAA glycogen mod = -20.4%
> Cc1ccc(CNC(=O)CN(c2ccc(C(C)C)cc2)S(=O)(=O)c2c(C)n[nH]c2C)cc1
  GAA glycogen mod = 8.6%[76.3 µM]
> N#Cc1c(F)cccc1N1CCN(Cc2ccc3c(c2)OCO3)CC1
  GAA glycogen mod = -20.2%
> COc1cc(/C=N/N2CCN(Cc3ccc(C)cc3)CC2)cc(OC)c1O
  GAA glycogen mod = -14.3%[76.3 µM]

(continued)
compound | GAA glycogen mod
Nc1c(-c2nc(-c3ccccc3Cl)no2)nnn1-c1ccccc1F | 2.6%[76.3 µM]
COC(=O)c1sccc1NC(=O)Nc1cc(C)ccc1OC | -2.3%[76.3 µM]
Cc1cc(C)nc(N/N=C/c2ccncc2)n1 | -11.2%
O=C(Nc1ccccc1)N1CCC(O)(c2cccc(C(F)(F)F)c2)CC1 | -8.8%[76.3 µM]
Cc1nc(-c2cccc(NC(=O)c3ccc(Br)o3)c2)cs1 | 0.5%[76.3 µM]
Cc1ccc(S(=O)(=O)NCCSc2nncn2C)cc1 | -6.5%
CCCN1CCc2c(sc(NC(=O)c3ccc(S(=O)(=O)N4CCN(C(=O)OCC)CC4)cc3)c2C(N)=O)C1 | -2.8%[76.3 µM]
CN(Cc1cccc(Cl)c1Cl)C(=O)c1cccc(S(=O)(=O)N2CCN(Cc3ccccc3)CC2)c1 | -0.6%[76.3 µM]
Cc1c(OC(C)C(=O)NCc2ccccn2)ccc2c3c(c(=O)oc12)CCC3 (stereo not given) | -8.0%[76.3 µM]
CC(C)c1nc(CNC(=O)C2CCC(=O)N(CCc3ccc(Cl)cc3)C2)no1 (stereo not given) | 7.2%[76.3 µM]
CCN(CC)Cc1c(C(=O)N/N=C/c2cccc3ccccc23)nnn1-c1nonc1N | -21.2%
Cc1ccc(Cn2c(=O)c3ccccc3n3c(CCC(=O)NCCN4CCOCC4)nnc23)cc1 | 0.9%[76.3 µM]
Cn1c(C2CCCCC2)nc2ccccc21 | 0.7%[76.3 µM]
CCc1nnc2n1N=C(c1ccc(Br)cc1)CS2 | -2.1%
CC(C)(C)c1ccc(/C=N/Nc2nncn2N)cc1 | -2.7%[76.3 µM]
Cc1cccc(CSCc2ccc(C(=O)NC(C)C)o2)c1 | 6.6%
O=c1c2nncn2ccn1-c1ccc(F)c(F)c1 | -7.6%[76.3 µM]
Cc1ccc([C@@H]2[C@@H]3C(=O)N(c4ccccc4)C(=O)[C@@H]3[C@]3(C)C(=O)N(Cc4ccc(-c5ccccc5)cc4)CC(=O)N23)o1 | -29.1%[76.3 µM]
CCOc1ccccc1CNC(c1ccccc1)c1ccccc1 | 1.2%[76.3 µM]
O=[N+]([O-])c1cccc(S(=O)(=O)NCc2ccncc2)c1 | 8.8%
COc1ccccc1C(=O)Nc1ccnn1C1CCN(CCC(C)c2ccc(C)o2)CC1 (stereo not given) | -6.1%[76.3 µM]
CC(C)NC(=O)CSc1nc(Cc2ccccc2)nc2ccccc12 | -2.1%[76.3 µM]
COc1cc(OC)c(NC(=O)Cc2cccs2)cc1Cl | 4.2%[76.3 µM]
CS(=O)(=O)c1cccc(C(=O)Nc2ccc3c(c2)OCCCO3)c1 | -0.1%
COc1ccc(NC(=O)CSc2nc(-c3ccc(OC)cc3)[nH]c2-c2ccc(F)cc2)cc1 | -4.2%[76.3 µM]
CC(C)CNC(=O)CN(c1ccccc1)S(=O)(=O)c1ccccc1[N+](=O)[O-] | -1.7%
COc1ccc(OCC(=O)Nc2ccc(-c3nc4cc(Cl)ccc4o3)cc2)cc1 | -3.2%[76.3 µM]
O=C(CCc1ccncc1)NC1CCCc2c1cnn2-c1ccc(F)cc1F (stereo not given) | 0.2%[76.3 µM]
COc1cc2c(c3oc(=O)cc(CC(=O)O)c13)CCC(C)(C)O2 | 4.6%
Cc1ccc(-c2noc(COc3ccc(Br)c(C)c3)n2)cc1 | -1.3%[76.3 µM]
C=CC[n+]1c(/C=C/c2ccc(OC(C)=O)c(OC)c2)ccc2ccccc21 | 0.5%
Cc1cccc(N2CCN(C(=O)c3ccc4nc(N5CCC(C)CC5)sc4c3)CC2)c1C | -11.6%[76.3 µM]
CC(=O)c1ccc(N2CCN(S(=O)(=O)c3cc4c(cc3C)NC(=O)CO4)CC2)cc1 | -9.1%[76.3 µM]
CCOC(=O)c1ccccc1NC(=O)Nc1cc2c(cc1N1CCCC1)n(C)c(=O)n2C | -23.3%[76.3 µM]
Cc1cccc(N2CCN(S(=O)(=O)c3c(C)noc3/C=C/N(C)C)CC2)c1C | 7.5%[76.3 µM]
COc1cc(OC)cc(C(=O)NC(c2ccccc2)c2ccccc2)c1 | 3.4%[76.3 µM]
COc1cc(C(=O)Nc2ccc3oc(-c4ccc(C)c(Br)c4)nc3c2)cc(OC)c1OC | -3.3%[76.3 µM]
CC(C)NC(=O)c1cccc2c1-c1ccccc1C2=O | -0.3%
COc1ccc(OC)c(NC(=O)CCc2nc(-c3ccc(C)cc3)no2)c1 | -4.1%[76.3 µM]
COc1ccccc1NC(=O)Cc1cccc2ccccc12 | 12.2%[76.3 µM]
O=C(CCCn1c(=O)c2ccccc2n(Cc2ccc(F)cc2Cl)c1=O)NCCc1ccc(Cl)cc1 | -7.0%[76.3 µM]
O=C(Nc1ccc2nccnc2c1)Nc1ccccc1Cl | 3.0%
OCc1c(OCc2cccc(F)c2)ccc2ccccc12 | 15.2%[76.3 µM]
CCOC(=O)c1sc(NC(=S)NC(=O)c2ccc(OC)cc2)nc1C | -12.8%[76.3 µM]
CCOc1ccccc1NC(=O)CSc1nnc(CNC(=O)c2c(F)cccc2Cl)o1 | 1.9%[76.3 µM]
CC(C)CCNC(=O)C1c2ccccc2Oc2ccccc21 | 0.3%[76.3 µM]
COc1ccc(S(=O)(=O)N2CCCCC2)cc1C(=O)Nc1cc(C)on1 | -1.0%[76.3 µM]
COc1ccc(OCC(=O)N(Cc2cccc(OC)c2)C2CCS(=O)(=O)C2)cc1 (stereo not given) | -6.3%[76.3 µM]

Only part of the results is shown; count on the stated rates, not on these rows.
